HP1b chromo inh: inhibitors of HP1-beta chromodomain binding to methylated histone tails; P83916; AlphaScreen HP1-beta / biotin-H3K9me3 peptide binding; Potency, µM (titrated, usually from 114 µM), without a hit: at the highest dose activity change, negative = inhibition, usual class: inhibitors; 0.56% of 390,000 active; AID 540317; also: potency is read from the fitted curve at half-maximal effect; nearly all actives have a fitted effect of over 70% in size; inactives centre near 23
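AlphaScreen: HP1-beta (50 nM) preformed 30 min with biotin-H3(1-18)K9me3 peptide (50 nM) in PBS pH 7.4, 0.01% Tween-20. Compound added for 30 min at RT, then streptavidin donor/nickel chelate acceptor beads (10 ug/mL) for 30 min.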
PI4K2A inh: inhibitors of human PI4K2A. Q9BTU6. purified PI4K2A, ADP-Glo luminescence, 1 h; active compounds read low. activity change, negative = inhibition, % at 76.9 µM. 0.13% of 420,000 active. AID 1346378; in the data active = activity change below about -50%; inconclusive = mostly about -30% to -49%;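 also: -100% = wells without enzyme as full effect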
Target sequence (Q9BTU6 whole entry, looked up): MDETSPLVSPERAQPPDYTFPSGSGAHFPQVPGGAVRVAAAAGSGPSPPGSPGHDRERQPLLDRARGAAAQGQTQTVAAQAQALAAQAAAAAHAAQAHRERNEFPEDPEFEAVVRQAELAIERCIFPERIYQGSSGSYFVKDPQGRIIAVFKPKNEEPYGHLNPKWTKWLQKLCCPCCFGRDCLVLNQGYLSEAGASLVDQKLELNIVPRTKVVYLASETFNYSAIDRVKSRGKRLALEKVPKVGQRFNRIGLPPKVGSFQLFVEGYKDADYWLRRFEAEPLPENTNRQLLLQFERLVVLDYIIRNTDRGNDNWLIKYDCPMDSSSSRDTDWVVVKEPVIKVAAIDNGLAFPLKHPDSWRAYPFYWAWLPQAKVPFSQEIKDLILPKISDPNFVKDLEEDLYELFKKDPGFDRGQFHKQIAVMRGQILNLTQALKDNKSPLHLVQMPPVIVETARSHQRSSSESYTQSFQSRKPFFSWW
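In this quantitative HTS, ADP production by PI4K2A was quantified luminescently after 1 h at ambient temperature; 100 microM adenosine served as plate-quality control.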
TrxR1 substrate: rat thioredoxin reductase 1 substrate activity | O89049 | purified TrxR1 substrate turnover, NADPH consumption readout | Potency, µM (titrated, usually from 114 µM), for inactives: at the top dose activity change, negative = substrate turnover | 0.01% of 390,000 active | AID 588456; also: potency is read from the fitted curve at half-maximal effect; % is scaled to controls: 0 for no effect and ±100 for the full control effect; nearly all actives have a fitted effect of over 50% in size
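Rat TrxR1, dispensed at 90 nM, was prereduced with 400 uM NADPH (final) for 5 min at ~22 deg C, then incubated with compound 15 min before 400 uM selenite. A first-read NADPH fluorescence drop versus no-compound background flagged substrates.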
IDH1 R132H inh: blocks human mutant IDH1 R132H enzyme | 0.093% of 390,000 active | Potency, µM (doses to about 76.6 µM), for the others: at the top dose activity change, negative = inhibition, hits mostly inhibitors | IDH1-R132H enzyme, NADPH consumption, diaphorase/resazurin fluorescence | O75874; also: potency is read from the fitted curve at half-maximal effect; % is scaled to controls: 0 for no effect and ±100 for the full control effect; nearly all actives have a fitted effect of over 65% in size
Target sequence (O75874 whole entry R132H, stated change not applied): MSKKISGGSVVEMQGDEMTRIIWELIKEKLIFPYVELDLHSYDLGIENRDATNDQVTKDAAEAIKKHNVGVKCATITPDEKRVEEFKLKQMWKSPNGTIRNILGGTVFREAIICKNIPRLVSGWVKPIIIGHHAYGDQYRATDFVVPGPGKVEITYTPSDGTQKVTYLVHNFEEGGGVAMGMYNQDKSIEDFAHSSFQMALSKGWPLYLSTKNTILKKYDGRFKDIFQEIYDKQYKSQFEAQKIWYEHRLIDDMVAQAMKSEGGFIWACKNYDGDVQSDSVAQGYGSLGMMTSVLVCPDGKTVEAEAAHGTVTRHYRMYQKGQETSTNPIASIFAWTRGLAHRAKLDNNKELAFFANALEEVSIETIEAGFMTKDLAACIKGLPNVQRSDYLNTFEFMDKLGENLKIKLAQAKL
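IDH1-R132H (0.5 ug/mL) preincubated 30 min with compound, then NADPH (0.016 mM) and alpha-KG (2 mM) added; 80 min at RT, pH 7.5. Remaining NADPH coupled via diaphorase/resazurin to fluorescence (540/590 nm); concentration-response curves normalized to no-enzyme control.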
GLS inhibitor: blocks human kidney-isoform glutaminase activity | O94925 | Potency, µM (highest dose often 45.5 µM), without a hit: at the top dose activity change, negative = inhibition, usual class: inhibitors | GLS enzymatic activity, qHTS titration | 0.21% of 410,000 active; also: potency is read from the fitted curve at half-maximal effect; % is scaled to controls: 0 for no effect and ±100 for the full control effect
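Read-out is an Amplex red fluorescence increase coupled through glutamate oxidase and HRP, measured before and after 30 min room-temperature incubation. hKGA is in 45 mM KH2PO4 (pH 8.2) with 0.02% Tween-20; glutamine added as 1mM solution.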
TrxR1 inh: rat TrxR1 inhibition. O89049. recombinant rTrxR1, NADPH fluorescence consumption, selenite substrate. Potency, µM (top dose mostly 114 µM), for inactives: at the highest dose activity change, negative = inhibition, hits mostly inhibitors. 1% of 390,000 active; also: potency is read from the fitted curve at half-maximal effect; % is scaled to controls: 0 for no effect and ±100 for the full control effect; nearly all actives have a fitted effect of over 65% in size
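Rat TrxR1 (90 nM in the dispensed reagent) was pre-reduced with 400 uM NADPH for 5 min at room temperature, then incubated with compound for 15 min. After 400 uM selenite was added, NADPH fluorescence (Ex 340/Em 450 nm) was followed for 8 min.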
Tb PGK inh: T. brucei PGK inhibition; P07378; PGK/GAPDH coupled, Kinase-Glo luminescence, 60 min; Potency, µM (doses to about 57.5 µM), without a hit: top-dose activity change, negative = inhibition, hits mostly inhibitors; 0.043% of 380,000 active; AID 602233; also: potency is read from the fitted curve at half-maximal effect; % is scaled to controls: 0 for no effect and ±100 for the full control effect; nearly all actives have a fitted effect of over 60% in size
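Luminescent ATP detection (Kinase-Glo Plus) follows a 60-minute room-temperature incubation, with wells lacking PGK as controls. Buffer: 100 mM TEA (pH 7.6), 5 mM MgCl2, 0.01% Tween-20. Coupling enzyme GAPDH (100 nM final) supplies unstable 1,3-BPG in-well.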
Pin1 inh: human Pin1 inhibition; Q13526; Pin1 FP peptide displacement, HiFluor488, 10 min; Potency, µM (titrated, usually from 115 µM), without a hit: at the top dose activity, negative = inhibition, most hits filed as inhibitors; 0.009% of 390,000 active; active = well fitted inhibition curve with a large enough effect in the polarisation, with a control signal flat, not every such curve was filed as active; inconclusive = small, poorly fitted or top-dose-only effect, or effect the other way, or a change in a side signal; inactive = no such curve, though single readings can be large or run the other way; the % refers to the polarisation; also: potency is read from the fitted curve at half-maximal effect; % is scaled to controls: 0 for no effect and ±100 for the full control effect
Target sequence (Q13526 whole entry, looked up): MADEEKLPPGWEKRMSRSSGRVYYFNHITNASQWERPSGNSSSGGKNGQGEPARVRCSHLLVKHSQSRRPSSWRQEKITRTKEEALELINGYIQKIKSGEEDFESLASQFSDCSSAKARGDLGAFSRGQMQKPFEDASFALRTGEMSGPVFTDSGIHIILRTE
USP1-UAF1 inh: blocks the human USP1/UAF1 deubiquitinase complex; O94782; recombinant USP1/UAF1, Ub-Rhodamine cleavage fluorescence; Potency, µM (series often up to 57.1 µM), for inactives: top-dose activity change, negative = inhibition, hits mostly inhibitors; 0.23% of 390,000 active; AID 743255; also: potency is read from the fitted curve at half-maximal effect; % is scaled to controls: 0 for no effect and ±100 for the full control effect; nearly all actives have a fitted effect of over 60% in size; inactives centre near -12
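Step one: compound is pinned into 1nM USP1/UAF1 in HEPES pH 7.8 buffer with TCEP. Step two: 15 min room-temperature incubation. Step three: Ub-Rho (150nM final) starts cleavage, tracked by fluorescence over six one-minute reads.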
Active calls of the source: *; i = inactive; ? = inconclusive; . = not tested or not shown; & = joins results of further samples; [ ] = another dose, or the depositor's remark. Unless noted, calls follow the shape of the dose curve; as a rule, active = well fitted curve in the direction sought with a large enough effect; inconclusive = small, poorly fitted or top-dose-only effect, or another doubt; inactive = no such curve, though single readings can be large; an effect the other way counts as inactive or inconclusive. Some of the compounds tested; the hit share may differ from the screen's.

Molecule	HP1b chromo inh	PI4K2A inh	TrxR1 substrate	IDH1 R132H inh	GLS inhibitor	TrxR1 inh	Tb PGK inh	Pin1 inh	USP1-UAF1 inh
Cc1cc(S(=O)(=O)N2CCCC2)ccc1OCC(=O)Nc1ccccc1	10%	-2	-4%	0%	1%	-3%	0%	0%	-5%
COc1ccc(-c2c(-c3ccccc3)n(C)c3ccccc23)cc1	17%	-4	64%[activator]	-3%	0%	15%	7%	6%	-23%
CCOC(=O)c1nsnc1NCCSC(=N)N	15%	0	59%[activator]	-7%	1%	31%	-6%	-9%	-11%
COc1ccc(CN([C@H](CO)CC(C)C)S(=O)(=O)N(Cc2ccccc2)[C@H](CO)CC(C)C)cc1	14%	-10	-9%&-8%	11%	-10%	9%&10%	-9%	-12%	-20%
Cc1cc(C)cc(N2CCn3c2nc2c3c(=O)n(Cc3ccc(Cl)cc3)c(=O)n2C)c1	26%	-2	-7%	-10%	-15%	10%	17%	2%	17%
N#Cc1ccsc1NC(=O)COC(=O)c1cc2ccccc2cc1O	0%	3	3%[57.1 µM]	20%	8%	5%[57.1 µM]	i	14%	-2%
Cc1ccc(C(CNS(=O)(=O)c2ccc([N+](=O)[O-])cc2)N2CCN(C)CC2)cc1 (centres undefined)	-7%	-3	-6%[57.1 µM]	-7%	6%	-8%[57.1 µM]	i	-11%	-6%
Cc1nn(Cc2ccc(Cl)c(Cl)c2)c(C)c1NC(=O)c1sc2ccccc2c1Cl	21%	0	10%	3%	5%	-3%	-2%	32%[activator]	-22%
CC12CC(NC(=O)N1CCc1ccccc1)c1cc(Cl)ccc1O2 (centres undefined)	55%[activator]	-5	9%[57.1 µM]	10%	-4%	18%[57.1 µM]	i	-2%	-23%
CC/C(=N/N=C(\CC)c1ccccc1)c1ccccc1	171%[activator]	1	-1%	1%	3%	-1%	-8%	-4%	-22%
O=C1CC(C(F)(F)C(F)(F)C(F)(F)C(F)(F)F)=Nc2ccccc2N1	3%	-5	-12%[57.1 µM]	0%	1%	6%[57.1 µM]	-2%	-4%	-19%
Cc1cccc(Oc2cnn(C(C)(C)C)c(=O)c2Cl)c1	73%[activator]	-4	-3%	5%	-3%	8%	-8%	5%	-28%

Carrying on:
Molecule	HP1b chromo inh	PI4K2A inh	TrxR1 substrate	IDH1 R132H inh	GLS inhibitor	TrxR1 inh	Tb PGK inh	Pin1 inh	USP1-UAF1 inh
CCOC(=O)Nc1ccc(S(=O)(=O)NCc2ccccc2)cc1	17%	-4	3%[57.1 µM]	6%	5%	-6%	.	-2%	-4%
O=C(/C=C/c1ccccc1)NC(=S)Nc1ccccc1	5%	-4	1%	-4%	2%	-29%	-1%	?	-9%
O=C(NN=C1CCCC1)C(=O)Nc1cccc(C(F)(F)F)c1	46%[activator]	-2	7%[57.1 µM]	1%	-1%	18%[57.1 µM]	-7%	0%	-11%
CCOc1cc(NCCN2CCOCC2)c([N+](=O)[O-])cc1OCC	-35%	-2	-16%	-6%	-2%	-10%	-9%	-18%	-14%
COc1ccc(C2CC(=O)N(CC(=O)Nc3ccc(C(C)=O)cc3)c3ccccc3S2)cc1OC (centres undefined)	25%	8	-4%	2%	2%	1%	-4%	44%[activator]	-32%
Cc1ccc(C(=O)O)cc1NC(=S)NCCc1ccccc1	34%	0	-1%	1%	2%	-14%	-2%	-3%	-12%
CCCC1(CCC)C(=O)NC(=NCCc2ccc(OC)c(OC)c2)NC1=O	34%	-1	9%[57.1 µM]	-2%	3%	8%[57.1 µM]	0%	0%	6%
O=C(Nc1cccc([N+](=O)[O-])c1)NC1CCCCCCC1	5%	4	6%	24%	-5%	15%	0%	-6%	-13%
COc1cc(/C=C2\SC(=S)N(c3cccnc3)C2=O)ccc1O	34%	-4	-1%	-1%	?	13%	-13%	-10%	-8%
Cc1cc(N2CCN(C)CC2)nc2ccc(NC(=O)CCC(=O)NCCc3ccc(Cl)cc3)cc12	19%	5	5%	4%	-24%	6%	7%	-1%	?
COc1ccc(OCC(=O)Nc2cc(C)c(Cl)cc2OC)c([N+](=O)[O-])c1	18%	-5	-5%	-3%	3%	1%	-8%	-4%	-8%
O=S(=O)(c1ccc(OCC(O)CN2CCN(c3ccccc3)CC2)cc1)N1CCOCC1 (centres undefined)	-2%	0	10%	6%	43%[activator]	27%	.	-5%	-5%

The results go on:
Molecule	HP1b chromo inh	PI4K2A inh	TrxR1 substrate	IDH1 R132H inh	GLS inhibitor	TrxR1 inh	Tb PGK inh	Pin1 inh	USP1-UAF1 inh
C=CCOc1ccc(/C=N/NC(=O)CN2CCCCC2)cc1OC	44%[activator]	-2	9%[57.1 µM]	2%	-9%	14%[57.1 µM]	-8%	3%	4%
COc1ccc(NC(=O)CSCC(=O)Nc2nnc(C3CC3)s2)cc1	18%	2	-11%	-2%	8%	-22%	i	0%	-7%
CC1O[C@@H](OC2C(COC3OC(CO)C(O)[C@H](O)C3O)OC(OC3CC[C@]4(C)C(CC[C@@]5(C)[C@@H]4CC=C4[C@@H]6CC(C)(C)CC[C@]6(CO)C(O)C[C@]45C)C3(C)C)C(O)C2O)C(O)C(O)C1O (some centres undefined)	-2%	-3	0%	-1%	-1%	8%	-9%	-2%	?
CN1CCN(C(=O)C2CCCN(S(=O)(=O)c3ccccc3)C2)CC1 (centres undefined)	-16%	-6	2%	0%	7%	5%	-8%	-8%	-8%
Cc1cc(C)c2c(c1)CC(C)(C)CC2=O	28%	2	-10%	7%	1%	-12%	-2%	1%	2%
Cc1ccc(Nc2cc(=O)n(C)c(=O)[nH]2)cc1C	.	2	.	4%	14%	.	i	.	?
CC(=O)Oc1cccc(C2C3=C(CC(C)(C)CC3=O)Nc3ccccc3N2C(C)=O)c1 (centres undefined)	13%	0	8%[57.1 µM]	4%	25%	16%[57.1 µM]	3%	0%	-21%
CSc1ncccc1C(=O)Nc1nc2ccc(S(C)(=O)=O)cc2s1	41%[activator]	-2	-5%	11%	1%	8%	-3%	2%	-20%
O=C(NCCN1CCOCC1)Nc1ccc(Cl)cc1Cl	11%	9	9%	-8%	-1%	20%	.	-1%	-14%
O=C(CC1S/C(=N/N=C/c2c[nH]c3ccccc23)NC1=O)Nc1ccccc1 (centres undefined)	33%	0	-4%	1%	14%	-8%	-1%	19%	-16%
CCOC(=O)NNC1CC(=O)N(c2ccc(OC)cc2)C1=O (centres undefined)	8%	4	3%	-4%	3%	10%	2%	1%	-6%
O=C(/C=C/c1ccccc1)N1CCN(c2cccc(Cl)n2)CC1	31%	-3	3%[57.1 µM]	6%	2%	10%[57.1 µM]	-1%	0%	-17%

Carrying on:
Molecule	HP1b chromo inh	PI4K2A inh	TrxR1 substrate	IDH1 R132H inh	GLS inhibitor	TrxR1 inh	Tb PGK inh	Pin1 inh	USP1-UAF1 inh
CON(C)S(=O)(=O)c1cccc(C(=O)NC2CCSc3ccccc32)c1 (centres undefined)	14%	3	-6%	-3%	1%	2%	0%	14%	-20%
CC(=O)NS(=O)(=O)c1ccc(NC(=O)NC2CCCCC2)cc1	45%[activator]	0	-9%	6%	1%	-13%	2%	1%	-17%
O=C(CC1CCCCC1)c1c(O)c2ccccc2oc1=O	26%	-7	12%	5%	8%	10%	i	-10%	-14%
Cc1ccc(-c2nc(=S)c3c(n2CC2CCCO2)CC(C)(C)OC3)cc1 (centres undefined)	18%	6	-6%	-3%	1%	-7%	-7%	0%	-4%
Cc1ccc(S(=O)(=O)N2CCN(c3nc(-c4cccs4)nc4nc[nH]c34)CC2)cc1	23%	.	10%	.	.	16%	.	3%	.
OCC1C2c3ccccc3C(c3ccccc32)C1CO (centres undefined)	6%	-2	-1%	-2%	2%	13%[57.1 µM]	?	14%	2%
O=S(=O)(/N=C(/c1ccccc1)N1CCOCC1)c1ccc(Br)cc1	27%	1	-4%	-7%	-1%	0%	6%	-1%	-23%
CCCCNC(=O)CCCn1c(=S)[nH]c2cc3c(cc2c1=O)OCO3	41%	2	0%	0%	-10%	1%	0%	-2%	-19%
CCOc1cc(S(=O)(=O)n2nc(C)cc2C)ccc1Br	35%	0	3%[57.1 µM]	0%	0%	16%[57.1 µM]	-5%	0%	?
NC(=S)NC(=O)c1ccccc1	66%[activator]	-1	-3%	-9%	-10%	-13%	3%	-3%	-10%
COc1ccccc1NC(=S)N(CCCN1CCOCC1)Cc1ccccn1	14%	-5	12%[57.1 µM]	0%	-10%	3%[57.1 µM]	i	-9%	-16%
COc1ccc(-n2nc(-c3ccc(C)cc3)c3cnc4cc(F)c(F)cc4c32)cc1	40%[activator]	1	0%	-3%	2%	-1%	5%	-2%	-16%

Continuation.
Molecule	HP1b chromo inh	PI4K2A inh	TrxR1 substrate	IDH1 R132H inh	GLS inhibitor	TrxR1 inh	Tb PGK inh	Pin1 inh	USP1-UAF1 inh
CCc1nnc(SCC(=O)Nc2nc(C)c(C(=O)N(C)C)s2)n1CC	2%	-2	-1%	-2%	5%	-5%	4%	-1%	6%
Cc1cc(C)n2nc(C(=O)OCC(=O)N(C)C3CCCCC3)nc2n1	11%	0	5%[57.1 µM]	-9%	5%	15%[57.1 µM]	-9%	0%	-9%
CCC(C)(C)n1nnnc1C(c1cc2cc(C)ccc2[nH]c1=O)N1CCCC1 (centres undefined)	23%	2	6%	6%	5%	?	-1%	0%	-16%
COC(CCN(C)C)(c1ccccc1)c1ccccc1	22%	0	13%	1%	21%	20%	6%	5%	-4%

Bioassay records from PubChem.
